UBC13 polyUb = inhibitors of human UBC13 polyubiquitin chain formation. hit rate 0.47% among 330,000. inhibition, % at 20 µM. AID 485273. TR-FRET; in the data active = inhibition above about 45%, passing the limit was not always enough
Target sequence (P61088 whole entry, looked up): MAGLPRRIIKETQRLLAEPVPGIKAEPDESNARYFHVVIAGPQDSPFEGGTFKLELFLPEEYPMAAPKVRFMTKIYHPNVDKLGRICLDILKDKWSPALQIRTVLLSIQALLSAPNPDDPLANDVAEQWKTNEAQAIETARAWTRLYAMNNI
SENP1 FRET inh = SENP1 (human) catalytic domain inhibition | recombinant SENP1 catalytic domain, CyPet-SUMO1-YPet FRET cleavage | inhibition, % at 10 µM | hit rate 0.21% among 360,000 | AID 624204;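 active = inhibition at least 30% at 10 µM, raw YFP signal under a set limit, fluorescence ratio 0.5 to 1.5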;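 also: 0% = enzyme with DMSO and 100% = no enzyme wells; some results filed as inactive read as strong as hits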
Target sequence (Q9P0U3 419-644 limits assumed): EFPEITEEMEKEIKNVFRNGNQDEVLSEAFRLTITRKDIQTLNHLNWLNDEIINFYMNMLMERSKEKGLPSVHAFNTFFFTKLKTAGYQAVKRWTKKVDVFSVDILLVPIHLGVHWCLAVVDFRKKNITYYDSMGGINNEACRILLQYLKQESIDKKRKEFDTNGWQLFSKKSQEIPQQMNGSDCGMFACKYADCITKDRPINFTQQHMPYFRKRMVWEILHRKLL
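System: Recombinant human SENP1 catalytic domain, His6-tagged | Incubation: Enzyme reaction for 50 min at room temperature, dark | Medium: Tris pH 8 with BME, BSA, NP40 and catalase | Also added: 25 nM SUMO1 FRET substrate | Compound: 10 µM single point, 0.5% DMSO | Measured by: FRET fluorescence in CFP and YFP emission channels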
SENP6 inh = blocks the human protease SENP6. Q9GZR1. Recombinant SENP6 catalytic domain, aminoluciferin luminescence. inhibition, % at 10 µM. hit rate 1.8% among 330,000;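 active = inhibition above about 50% at the single tested dose, limit read from the data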;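 also: plate controls were DMSO wells with enzyme for no effect and DMSO wells lacking enzyme for full effect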
SENP7 block = blocks the human protease SENP7. Q9BQF6. AID 434973. recombinant SENP7, Z-RLRGG-aminoluciferin luminescence, 40 min. hit rate 1.5% among 330,000. inhibition, % at 5 µM;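 active = inhibition above about 50% at the single test dose, limit read from the data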;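 also: plate controls were DMSO with enzyme for no effect and no enzyme buffer wells for full effect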
Target sequence (Q9BQF6 706-1050 limits assumed): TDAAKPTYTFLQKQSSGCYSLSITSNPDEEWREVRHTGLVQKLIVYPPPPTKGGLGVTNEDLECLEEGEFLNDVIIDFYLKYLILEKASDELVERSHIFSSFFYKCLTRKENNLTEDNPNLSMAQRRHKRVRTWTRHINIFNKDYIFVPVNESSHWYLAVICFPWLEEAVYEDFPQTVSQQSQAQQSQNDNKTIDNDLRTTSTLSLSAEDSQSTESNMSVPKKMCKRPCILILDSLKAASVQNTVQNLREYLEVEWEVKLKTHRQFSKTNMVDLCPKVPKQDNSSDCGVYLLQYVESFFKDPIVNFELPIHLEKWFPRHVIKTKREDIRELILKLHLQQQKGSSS
A3G deaminase = inhibitors of human APOBEC3G DNA deaminase | Q9HC16 | inhibition, % at 20 µM | hit rate 0.28% among 330,000 | recombinant A3G, ssDNA deamination FAM/TAMRA fluorescence;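 active = inhibition of at least 40% at 20 µM, with no more than 30% in the related APOBEC3A deaminase screen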;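 also: plate controls were DMSO wells with A3G for no effect and wells lacking A3G enzyme for full effect; some compounds called inactive have numbers as strong as hits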
SENP8 block-1 = blocks the human protease SENP8 | purified SENP8, Z-RLRGG-aminoluciferin cleavage, luminescence | inhibition, % at 10 µM | hit rate 1.2% among 330,000 | AID 2540; in the data active = inhibition above about 50%
Target sequence (Q96LD8 whole entry, looked up): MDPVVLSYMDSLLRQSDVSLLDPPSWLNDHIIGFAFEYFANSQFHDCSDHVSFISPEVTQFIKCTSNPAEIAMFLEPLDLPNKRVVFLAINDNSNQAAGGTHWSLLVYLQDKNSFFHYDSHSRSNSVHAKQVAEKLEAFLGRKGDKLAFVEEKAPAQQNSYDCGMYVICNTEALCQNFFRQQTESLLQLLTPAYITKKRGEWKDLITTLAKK
SENP8 block-2 = blocks human SENP8 cleavage of Nedd8 substrate | hit rate 0.64% among 360,000 | recombinant SENP8, Nedd8 substrate fluorescence | AID 602440 | inhibition, % at 20 µM | Q96LD8; in the data active = inhibition mostly above about 40%, no sharp cut-off; inactive = mostly below about 27%
Apaf1 inhib = inhibitors of human Apaf-1 apoptosome; AID 489030; inhibition, % at 20 µM; hit rate 0.71% among 330,000; reconstituted apoptosome caspase-3 activity, DEVD-Rh110 fluorescence; active = inhibition of at least 40% at 20 µM;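 also: plate controls were DMSO wells for no effect and DEVD-CHO caspase inhibitor wells for full effect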
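Assay system: Apoptosome proteins | Medium: pH 7.5 Hepes buffer with CHAPS, BSA, DTT | Also added: Cytochrome c and DEVD-Rh110 substrate | Times: 30 min plus 50 min, RT | Detection: Rhodamine 110 fluorescence at Ex 480/Em 540 nm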
* hit, by the source's call; & = joins results of further samples.

SMILES	UBC13 polyUb	SENP1 FRET inh	SENP6 inh	SENP7 block	A3G deaminase	SENP8 block-1	SENP8 block-2	Apaf1 inhib
CCC(=O)OC1CC(C)N(C(=O)c2ccccc2)c2ccc(C)cc21 (stereo not drawn)	5	0	-14	-4	-5	-2	18	4
COc1cc2ccccc2cc1C(=O)N1CCN(c2ccccc2O)CC1	-5	0	-5	-10	-8	-13	2	11
CCCCNc1ncnc2c1nnn2Cc1ccccc1Cl	5	-2	-10	0	-12	-1	10	-6
CN(CCOCCOc1ccc(F)cc1)Cc1ccccc1	2	-1	14	0	-5	14	10	5
O=C(CN1CCSC1=NCc1ccccc1)c1ccc(Cl)c(Cl)c1	-3	40*	-21	-6	-4	-14	18	7
O=C(O)CSc1nnc(COc2cccc3ccccc23)n1Cc1ccccc1	3	2	-9	7	-13	8	7	-5
CCN(CC)CC(C)(C)NS(=O)(=O)c1ccc(Cl)cc1	-6	1	-1	-3	-7	-9	14	0
Cc1ccc(C(=O)CC(C(=O)O)P(=O)(c2ccccc2)c2ccccc2)cc1 (stereo not drawn)	-1	0	-12	8	-5	4	12	-5
N#Cc1ccc(CSc2nnc(-c3cnccn3)o2)cc1	-3	0	-8	-1	-2	-2	2	17
COCCCN(CC(=O)Nc1ccc(N2CCOCC2)cc1)S(=O)(=O)c1ccc(Cl)cc1	11	1	10	-2	-10	4	2	-18
O=C(NCC1COc2ccccc2O1)c1ccco1 (stereo not drawn)	11	1	-8	3	-7	2	14	3
Cc1cc(C)c(C#N)c(SCc2ccc(C(=O)O)cc2)n1	-5	0	-9	-18	-3	-2	4	3
CC(=O)Nc1ccc(C(=O)OCC(=O)c2cccc([N+](=O)[O-])c2)cc1	-3	2	-12	5	-7	0	4	-3
CCOc1cc(C2NC(=O)N(C)C(C)=C2C(=O)OC)cc(Br)c1O (stereo not drawn)	-12	-1	8	-9	-12	-5	1	6
Cc1cccc(NC(=S)N2CCC(C(N)=O)(N3CCCCC3)CC2)c1C	-9	3	3	-8	-4	-4	6	11
Cc1nc2c(C(=O)Nc3ccc(N4CCCC(O)C4)cc3)snc2c(=O)[nH]1 (stereo not drawn)	-29	3	-2	-5	1	-1	57*	4
O=C(C1CC(c2ccc(F)cc2)=NO1)N1CCCCC1 (stereo not drawn)	6	1	-7	-1	-2	-8	9	-9
COc1ccc(N2C(=O)C3C(C2=O)C3(c2ccccc2)c2ccccc2)cc1 (stereo not drawn)	-4	0	-14	-5	0	-15	11	13
Cc1ccc(C2=NOC(C)(c3nnc(-c4ccccc4)o3)C2)cc1 (stereo not drawn)	3	-5	-6	-8	-5	-8	17	3
CCOc1ccc(C(=O)NC(=S)Nc2ccccc2N2CCOCC2)cc1Br	-12	2	-7	-6	3	-7	20	15
COc1ccc(S(=O)(=O)N2CCCCCC2)cc1C(=O)N(C)CC(=O)Nc1ccc(F)cc1	-2	2	-14	-3	-6	-8	7	14
Cc1[nH]c(C)c(S(=O)(=O)Nc2ccccc2Cl)c1C(=O)N1CCCC1	0	1	4	-3	1	-6	16	3
O=C(N/N=C/c1ccccc1)c1cc(-c2ccc3c(c2)OCO3)n[nH]1	3	0	-9	-4	-8	-5	8	21
CCOc1ccc2ccccc2c1C(=O)N[C@@H]1C(=O)N2[C@@H]1SC(C)(C)[C@@H]2C(=O)O	-18&-3	-1&-6	4&-8	3&6	-4&-5	-6&3	-4&-15	-4&-4

Profiles as entered above.
CCOc1ccc2ccccc2c1C(=O)N[C@@H]1C(=O)N2[C@@H]1SC(C)(C)[C@@H]2C(=O)O is listed as UBC13 polyUb = -18&-3; SENP1 FRET inh = -1&-6; SENP6 inh = 4&-8; SENP7 block = 3&6; A3G deaminase = -4&-5; SENP8 block-1 = -6&3; SENP8 block-2 = -4&-15; Apaf1 inhib = -4&-4
CCOc1cc(C2NC(=O)N(C)C(C)=C2C(=O)OC)cc(Br)c1O (stereo not drawn) is listed as UBC13 polyUb = -12; SENP1 FRET inh = -1; SENP6 inh = 8; SENP7 block = -9; A3G deaminase = -12; SENP8 block-1 = -5; SENP8 block-2 = 1; Apaf1 inhib = 6

(cont.)
SMILES	UBC13 polyUb	SENP1 FRET inh	SENP6 inh	SENP7 block	A3G deaminase	SENP8 block-1	SENP8 block-2	Apaf1 inhib
Cc1ccc(OCC(=O)NCc2ccc3c(c2)OCO3)c([N+](=O)[O-])n1	0	2	10	5	-1	-5	7	3
COC(=O)CSc1nccc(-c2cccs2)n1	13	2	5	5	-6	-4	-11	-12
CC1CCC(NC(=O)CCS(=O)(=O)c2ccc3c(c2)CC(C)N3C(=O)C2CC2)CC1 (stereo not drawn)	-3	0	5	4	-3	0	-4	-23
CNC(=O)CSc1nc(N)c2c3c(sc2n1)CCC3	2	-2	-16	-9	-8	-13	-32	1
CSc1nc2n(n1)C(c1cccs1)C1=C(CCCC1=O)N2 (stereo not drawn)	2	-10	5	-1	-2	6	-218	2
O=C(CSC1=Nc2ccccc2C2=NC(CC(=O)N3CCN(c4ccccc4)CC3)C(=O)N12)NCC1CCCO1 (stereo not drawn)	-11	-27	-14	-4	-6	-11	-133	3
CCOc1ccccc1CNC(=O)CNC(=O)c1cccs1	4	0	-4	-3	-3	0	4	-1
COc1ccc(NCc2n[nH]nc2-c2ccccc2)cc1Cl	-9	-10	-3	7	-2	-11	-7	7
CCN(Cc1ccccc1)C(=O)c1[nH]c2ccc(OC)cc2c1C	5	-1	-9	-4	-8	-1	-24	15
Clc1ccc(-n2ncc3c(N4CCCCCC4)ncnc32)cc1	20	-16	94*	91*	-7	86*	6	4
Cc1cccc(-c2nc(CN3CCCC(C(=O)NC4CCCCC4)C3)c(C)o2)c1 (stereo not drawn)	4	1	12	-3	-5	-5	8	14
COc1ccc(/C(=N\Nc2ccccc2C(=O)O)c2ccccc2)cc1	2	0	-11	6	-4	5	-30	9
COc1cc(Cl)ccc1OCc1cc(C(=O)NC2CCc3ccccc32)no1 (stereo not drawn)	-5	3	-5	-14	-1	11	6	13
CCN(CC)c1ccc(CC(=O)NC(C)Cc2ccccc2)cc1 (stereo not drawn)	2	2	-4	2	5	-1	22	7
O=C(Nc1cccc(Cl)c1N1CCCC1)c1cccc(-c2cc3ccccc3oc2=O)c1	-12	-12	14	0	-5	5	-277	8
O=C(c1ccc(Br)cc1)N1CCCc2ccccc21	0	-1	4	0	-3	-3	23	3
CC(CCc1ccccc1)NC(=O)c1ccc(NC(=O)c2ccc(Cl)cc2Cl)cc1 (stereo not drawn)	-20	1	-7	0	0	-7	-3	-12
Cc1cccc(C(=O)Nc2ccc3c(c2)nc(C)n3C)c1	2	-1	5	-2	-5	-4	17	-6
c1ccc2c(c1)c1ccccc1n2CN1CCOCC1	6	0	6	-2	-11	0	-8	1
Cc1ccc(Cl)cc1N(C)C(=O)Cn1ncc2c([nH]c3ccccc32)c1=O	-10	1	-8	4	2	1	15	21
O=C(NC1CCCCCCC1)c1ccco1	2	1	1	-1	0	1	9	-17
COC(=O)c1ccc(OCC(O)CN2CCN(C(=O)c3ccco3)CC2)cc1 (stereo not drawn)	-7	1	6	2	-6	-1	18	1
CCOc1ccc(S(=O)(=O)N2CCCCC2)cc1NC(=O)CN1C(=O)NC(CC)(c2ccccc2)C1=O (stereo not drawn)	-1	2	-13	-7	-9	-10	4	21
CCN(CC(=O)NCc1cccs1)C(=O)/C=C/c1cc(Br)ccc1OC(F)F	13	-2	0	2	-5	2	-2	6
Cc1[nH]n(-c2ccc(Cl)cc2)c(=O)c1/C=N/c1nnc(-c2ccccc2)s1	-6	-26	26	-6	-10	-7	16	28
Cn1c(SCc2nc3ccccc3[nH]2)nnc1-c1cnccn1	-9	-1	-8	-14	-1	-6	0	3
Cc1cccc(NC(=O)c2cc(S(=O)(=O)N3CCC4(CC3)OCCO4)ccc2F)c1	9	3	-8	-1	-7	-13	-7	6
O=C(CN1CCN(S(=O)(=O)c2ccccc2)CC1)NC1CC1	-2	-2	-10	6	0	-1	6	-4
CC1=NNC(=O)C1CCC(=O)N/N=C\c1ccc(Cl)c(Cl)c1 (stereo not drawn)	0	1	16	-2	-3	5	13	-2
Cn1cc(CN2CCC(n3nccc3NC(=O)CCOc3ccccc3)CC2)cn1	-6	3	-12	-13	-2	-15	12	1
O=C(COc1ccc(C(=O)NCc2cccnc2)cc1)Nc1cccc(C(F)(F)F)c1	2	-1	-1	-1	-3	9	2	12
O=C(Oc1cccc2cccnc12)c1cccc(-n2cnnn2)c1	-14	2	0	3	-2	-6	11	0
O=C(CNC(=S)N(CCCN1CCOCC1)Cc1cccs1)NC1CC1	-6	1	-3	-3	-14	-1	16	-6
CC1(C)CC(CCC(=O)Nc2ccc(S(N)(=O)=O)cc2)C(=O)O1 (stereo not drawn)	-1	1	-2	2	-10	-4	32	-10
c1ccc(-c2cn(-c3ccccc3)c3ncnc(N4CCCCC4)c23)cc1	-3	1	5	3	-8	10	-2	-7
COc1cccc(-c2cc(C(=O)NCCc3ccccc3)no2)c1	9	3	19	7	-6	-4	1	-16
O=[N+]([O-])c1ccccc1/C=C/C=N/n1c(-c2ccccc2)n[nH]c1=S	-6	3	5	1	6	1	22	6

An excerpt of these results, with values under each structure:
Value order: UBC13 polyUb | SENP1 FRET inh | SENP6 inh | SENP7 block | A3G deaminase | SENP8 block-1 | SENP8 block-2 | Apaf1 inhib
> Cc1ccc(Cl)cc1N(C)C(=O)Cn1ncc2c([nH]c3ccccc32)c1=O
    -10 | 1 | -8 | 4 | 2 | 1 | 15 | 21
> O=C(NC1CCCCCCC1)c1ccco1
    2 | 1 | 1 | -1 | 0 | 1 | 9 | -17
> COC(=O)c1ccc(OCC(O)CN2CCN(C(=O)c3ccco3)CC2)cc1 (stereo not drawn)
    -7 | 1 | 6 | 2 | -6 | -1 | 18 | 1
> CCOc1ccc(S(=O)(=O)N2CCCCC2)cc1NC(=O)CN1C(=O)NC(CC)(c2ccccc2)C1=O (stereo not drawn)
    -1 | 2 | -13 | -7 | -9 | -10 | 4 | 21
> CCN(CC(=O)NCc1cccs1)C(=O)/C=C/c1cc(Br)ccc1OC(F)F
    13 | -2 | 0 | 2 | -5 | 2 | -2 | 6
> Cc1[nH]n(-c2ccc(Cl)cc2)c(=O)c1/C=N/c1nnc(-c2ccccc2)s1
    -6 | -26 | 26 | -6 | -10 | -7 | 16 | 28
> Cn1c(SCc2nc3ccccc3[nH]2)nnc1-c1cnccn1
    -9 | -1 | -8 | -14 | -1 | -6 | 0 | 3
> Cc1cccc(NC(=O)c2cc(S(=O)(=O)N3CCC4(CC3)OCCO4)ccc2F)c1
    9 | 3 | -8 | -1 | -7 | -13 | -7 | 6
> O=C(CN1CCN(S(=O)(=O)c2ccccc2)CC1)NC1CC1
    -2 | -2 | -10 | 6 | 0 | -1 | 6 | -4
> CC1=NNC(=O)C1CCC(=O)N/N=C\c1ccc(Cl)c(Cl)c1 (stereo not drawn)
    0 | 1 | 16 | -2 | -3 | 5 | 13 | -2
> Cn1cc(CN2CCC(n3nccc3NC(=O)CCOc3ccccc3)CC2)cn1
    -6 | 3 | -12 | -13 | -2 | -15 | 12 | 1
> O=C(COc1ccc(C(=O)NCc2cccnc2)cc1)Nc1cccc(C(F)(F)F)c1
    2 | -1 | -1 | -1 | -3 | 9 | 2 | 12
> O=C(Oc1cccc2cccnc12)c1cccc(-n2cnnn2)c1
    -14 | 2 | 0 | 3 | -2 | -6 | 11 | 0
> O=C(CNC(=S)N(CCCN1CCOCC1)Cc1cccs1)NC1CC1
    -6 | 1 | -3 | -3 | -14 | -1 | 16 | -6
> CC1(C)CC(CCC(=O)Nc2ccc(S(N)(=O)=O)cc2)C(=O)O1 (stereo not drawn)
    -1 | 1 | -2 | 2 | -10 | -4 | 32 | -10
> c1ccc(-c2cn(-c3ccccc3)c3ncnc(N4CCCCC4)c23)cc1
    -3 | 1 | 5 | 3 | -8 | 10 | -2 | -7
